A549 viability: counter-screen for Nrf2 inhibitors: cytotoxicity in A549 cells | Potency, µM (top dose mostly 46 µM), for the others: at the highest dose activity change, negative = cytotoxicity, actives largely listed as inhibitors | A549 ARE-Fluc cells, CellTiter-Fluor viability, 18-24 h | actives 0.16% (n = 390,000); further: potency means the concentration at half of the fitted maximal effect; on the % scale 0 is the no-effect control and ±100 the full control effect
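A549 ARE-Fluc cells in 5% FBS OPTI-MEM, 5000 cells/well, rested 2 h then exposed to compounds in concentration-response for 18-24 h at 37 °C. Viability by CellTiter-Fluor fluorescence (Ex 405/Em 525) after 30 min; luciferase luminescence (BugLite, 15 min, RT) read afterwards.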
HepG2 tox: HepG2 cytotoxicity, counter-screen for TGF-b inhibitors | HepG2 CAGA-GFP viability, ATP luminescence, 18 h | Potency, µM (doses to about 46.1 µM), inactives show at the top dose activity change, negative = cytotoxicity, actives largely listed as cytotoxic | actives 0.76% (n = 410,000) | AID 588856; further: potency means the concentration at half of the fitted maximal effect; some results filed as inactive show a strong effect at the top dose
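HepG2 CAGA-GFP cells (1000/well, DMEM with 1% FBS) received compound, then TGF-beta at 500 pg/mL final, and were incubated 18 hours at 37 degrees C. Viability was read by CellTiter-Glo luminescence. Media-only wells were set as complete cell-killing and DMSO as no toxicity.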
CCT modulator: cytosolic chaperonin activity modulation | purified chaperonin ATPase assay, HTRF ADP detection, 30 min | activity change, % (no concentration beside the values), hits read low | actives 0.3% (n = 360,000); in the data active means activity change below about -30%; further: on the % scale 0 is the no-effect control and ±100 the full control effect
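First, chaperonin was dispensed at 40 nM or 20 nM final depending on batch activity. Next, compounds were pinned at 76 uM and ATP added at 10 uM. After 30 min at 37 °C, ADP detection reagents ran 30 min at ambient temperature.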
Abeta yeast res: restores growth of yeast expressing A-beta42 peptide; Potency, µM (doses to about 46.1 µM), without a hit: top-dose growth rescue, hits mostly activators; yeast expressing A-beta42, growth rescue, OD600, 48 h; response scale: 0% DMSO, 100% iron-clioquinol control; actives 0.063% (n = 410,000); AID 1347071; further: potency means the concentration at half of the fitted maximal effect; nearly all actives have a fitted effect of over 55% in size
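Yeast growth medium received pinned compounds, then yeast cells expressing toxic A-beta were added; plates incubated at 30 C for 48 hr. Growth read as absorbance at 600 nm, normalized to DMSO and equimolar FeCl3 plus clioquinol controls.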
Mm-Cpn inhibitor: blocks the Methanococcus maripaludis chaperonin Mm-Cpn; AID 504842; actives 0.031% (n = 330,000); Potency, µM (highest dose often 76.9 µM), for inactives: at the highest dose activity, negative = inhibition, usual class: inhibitors; purified Mm-Cpn ATPase, ADP Transcreener TR-FRET; further: potency means the concentration at half of the fitted maximal effect; on the % scale 0 is the no-effect control and ±100 the full control effect; nearly all actives have a fitted effect of over 80% in size
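Inhibition of chaperonin ATP hydrolysis is measured as reduced ADP production, detected by competitive TR-FRET in which signal falls with ADP. Final enzyme 25 nM and ATP 10 uM, reacted 30 min at 37°C.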
Nrf2 ARE act: activates Nrf2 signaling; Potency, µM (series often up to 46.1 µM), for inactives: at the highest dose activation, actives largely listed as activators; actives 0.31% (n = 410,000); AREc32 ARE-luciferase reporter (MCF7-derived line), luminescence, 24 h; further: potency means the concentration at half of the fitted maximal effect; % of control where 0% means no effect; nearly all actives have a fitted effect of over 65% in size
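Luciferase luminescence (Steady-Glo, 30 min at room temperature) served as the read-out of ARE activation in AREc32 cells treated with compounds for 24 hr at 37 deg C.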
pAkt inh: inhibitors of Akt phosphorylation | activity change, % for hits at 50 µM | Neuro2A IGF-stimulated pAkt S473 HTRF, 20 min; hits give low values | actives 0.32% (n = 360,000); in the data active means activity change below about -80%; inconclusive means mostly about -51% to -80%; further: on the % scale 0 is the no-effect control and ±100 the full control effect
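Neuro2A cells (4,500/well, DMEM with 0.5% FBS) were treated with compound at a single 50 µM final concentration, stimulated with 6 nM IGF for 20 min at 37 °C, and lysed. Phospho-Akt Ser473 was read by HTRF as 665/615 ratio ×10^4.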
Nrf2 inh: inhibitors of Nrf2 signaling | A549 ARE-Fluc reporter, luciferase luminescence, 18-24 h | Potency, µM (series often up to 46 µM), for the others: at the top dose activity change, negative = inhibition, actives largely listed as inhibitors | actives 2.1% (n = 360,000); further: potency means the concentration at half of the fitted maximal effect; on the % scale 0 is the no-effect control and ±100 the full control effect; nearly all actives have a fitted effect of over 60% in size
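Nrf2 function is reported as luminescence of an ARE-controlled luciferase in A549 cells. Compounds were tested at several concentrations, and a CellTiter-Fluor read on the same wells flagged cytotoxicity.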
TGFb SMAD3 inh: inhibitors of TGF-b signaling. HepG2 CAGA-GFP TGF-b/SMAD3 reporter, GFP fluorescence, 18 h; TGF-beta stimulated, 500 pg/mL final. Potency, µM (doses to about 46.1 µM), inactives show at the highest dose activity, negative = inhibition, usual class: inhibitors. actives 1.2% (n = 410,000). AID 588855; further: potency means the concentration at half of the fitted maximal effect; on the % scale 0 is the no-effect control and ±100 the full control effect; nearly all actives have a fitted effect of over 65% in size
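TGF-beta reporter screen: HEPG2 CAGA-GFP, 1% FBS, 500 pg/mL TGF-beta final, 18 h; per-cell GFP summed per well; curves fitted and categorized by class.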
Starred values were filed as active, the others as inactive; i = inactive; ? = inconclusive; . = no result given. Unless noted, the call rests on the fitted dose curve; in most records, active means well fitted curve in the direction sought with a large enough effect; inconclusive means small, poorly fitted or top-dose-only effect, or another doubt; inactive means no such curve, though single readings can be large; an effect the other way counts as inactive or inconclusive. Outcome played no part in choosing rows. Share with any hit: about 4.3%.

cpd | compound | A549 viability | HepG2 tox | CCT modulator | Abeta yeast res | Mm-Cpn inhibitor | Nrf2 ARE act | pAkt inh | Nrf2 inh | TGFb SMAD3 inh
1 | Cc1ccc(CNC(=O)c2cc(-c3cc(C)cc(C)c3O)n[nH]2)cc1 | 0% | -26% | -0.8 | -10% | 1% | -0.4% | i | 2% | -17%
2 | COc1ccc(OCC(=O)NCCCN2CCOCC2)cc1 | 4% | -29% | 0.3 | 13% | 1% | 0.1% | i | 12% | -7%
3 | CCOC(=O)C1C(=O)NC(c2ccccc2)=NC1c1ccc(Br)cc1 (stereo not given) | 0% | -1% | -1.0 | 2% | -1% | -0.1% | i | 12% | -1%
4 | Cc1ccc(C(=O)CSc2nc3cccnc3n2C)cc1 | -1% | -18% | -1.4 | -10% | -3% | -0.2% | -106%* | -21% | 1%
5 | CCCN(CC(=O)Nc1cccc(Br)c1)CC(=O)Nc1ccc(F)c(F)c1F | -16% | -8% | -0.8 | 24% | 5% | 3.3% | i | ? | -21%
6 | CC(C)(C)S(=O)(=O)c1ccsc1C(=O)O | 0% | -2% | 0.5 | 9% | 3% | -0.9% | i | -7% | -7%
7 | COC(=O)C(C(=O)OC)C(CC(=O)c1ccc(Br)cc1)c1ccccc1 (stereo not given) | 3% | -89% | -1.1 | 1% | . | -0.4% | i | 2% | 12%
8 | CCOC(=O)c1c(C)sc2c1N(C(C)=O)c1cc(Cl)ccc1S2 | 4% | -33% | -4.0 | -29% | 2% | 0.4% | i | . | 7%
9 | O=C(CC1CCCC1)Nc1nc2ccccc2[nH]1 | 1% | -5% | -2.1 | 12% | -1% | 4.2% | i | 22% | ?
10 | CC(C)(C)N(CC#CCC(O)(c1ccccc1)c1ccccc1)CCO | -2% | -11% | 1.0 | 0% | 0% | 0.1% | i | 17% | -23%
11 | CC(C)Cn1cnc2c(N)nc3ccccc3c21 | -3% | -2% | -2.7 | -12% | -4% | 0.0% | i | 10% | 13%
12 | COC(=O)N/N=C/c1cn(Cc2ccccc2F)c2ccccc12 | 0% | -24% | -2.9 | 11% | 1% | 2.4% | i | -5% | ?

For reference, 3 of the compounds above:
cpd | compound | A549 viability | HepG2 tox | CCT modulator | Abeta yeast res | Mm-Cpn inhibitor | Nrf2 ARE act | pAkt inh | Nrf2 inh | TGFb SMAD3 inh
10 | CC(C)(C)N(CC#CCC(O)(c1ccccc1)c1ccccc1)CCO | -2% | -11% | 1.0 | 0% | 0% | 0.1% | i | 17% | -23%
11 | CC(C)Cn1cnc2c(N)nc3ccccc3c21 | -3% | -2% | -2.7 | -12% | -4% | 0.0% | i | 10% | 13%
12 | COC(=O)N/N=C/c1cn(Cc2ccccc2F)c2ccccc12 | 0% | -24% | -2.9 | 11% | 1% | 2.4% | i | -5% | ?

Continuation:
cpd | compound | A549 viability | HepG2 tox | CCT modulator | Abeta yeast res | Mm-Cpn inhibitor | Nrf2 ARE act | pAkt inh | Nrf2 inh | TGFb SMAD3 inh
13 | COc1ccc(Cc2c(-c3ccc(Cl)cc3)nc3c(C)cc(Br)cn23)c(C)c1 | . | -20% | 0.7 | -11% | . | 8.2% | i | . | -19%
14 | COc1ccc(CCNC(=O)CCC(=O)c2cccs2)cc1OC | 3% | 2% | -1.7 | 11% | 0% | 3.2% | i | 7% | 14%
15 | C=C(C)C(=O)NC1=NN(c2ccccc2)C(=O)C1 | 0% | -1% | -1.2 | 4% | -4% | 12% | i | 8% | 5%
16 | O=C1CCCN1CCCNc1nc(NCc2cccs2)nc2ccsc12 | . | -24% | -0.5 | -17% | . | -0.8% | i | . | 10µM*
17 | COC(=O)[C@]1(C)N[C@H](CN(C)S(=O)(=O)c2ccc(OC)cc2)[C@@H]2C(=O)N(C)C(=O)[C@@H]21 | -5% | -1% | -0.8 | 0% | -1% | -0.5% | i | 4% | 6%
18 | O=C1N/C(=N/O)S/C1=C/c1cccnc1 | 3% | -10% | -0.1 | -1% | -4% | -0.4% | i | 15% | ?
19 | O=C(O)Cc1ccc(NC(=S)Nc2ccc(Br)cc2Cl)cc1 | -2% | -4% | -0.2 | -5% | -4% | -0.1% | i | -3% | -5%
20 | Cc1ccccc1-c1cc(C(=O)NCc2cccc(Br)c2)nn1CC1CC(c2cccc([N+](=O)[O-])c2)=NO1 (stereo not given) | 8% | 0% | 1.0 | -13% | -1% | -0.2% | i | -18% | 0%
21 | O=c1cc(N2CCOCC2)[nH]c(=O)n1C1CCCCC1 | 5% | 0% | 3.3 | -20% | -2% | 0.1% | i | 15% | 1%
22 | Cc1oc(-c2cc(F)cc(F)c2)nc1CN1CCSCC1 | 0% | -2% | -2.2 | 4% | -1% | -0.2% | i | -4% | -14%
23 | CC1=NN(C(=O)c2cccc(Cn3nc(C)c([N+](=O)[O-])c3C)c2)C(O)(C(F)(F)F)C1 (stereo not given) | -5% | -17% | 2.4 | 4% | -5% | -0.5% | i | -27% | -9%
24 | CC(NC(=O)COC(=O)c1ccc[nH]c1=O)c1ccccc1 (stereo not given) | 1% | 13% | -1.1 | 6% | 0% | -0.3% | i | -3% | 0%
25 | OCc1cn(-c2ccccc2)nc1-c1ccc(-c2nn(-c3ccccc3)cc2CO)cc1 | 3% | -45% | 0.1 | 15% | -12% | -0.5% | i | . | -1%
26 | Cc1ccc(C)c(S(=O)(=O)N2CCCCC2CCNC(=O)C(=O)NCc2ccco2)c1 (stereo not given) | -11% | 7% | 1.1 | 2% | -1% | ? | i | ? | ?
27 | COc1ccc(C2CC(c3c(-c4ccccc4)c4cc(Cl)ccc4[nH]c3=O)=NN2S(C)(=O)=O)cc1 (stereo not given) | -7% | -7% | 0.6 | 0% | 1% | 4.8% | i | ? | ?
28 | O=C(CSC1=NS(=O)(=O)c2ccccc2N1)N1CCCCC1 | -8% | -1% | 0.6 | 5% | 2% | 0.3% | i | 22% | 0%
29 | O=C(c1[nH]ncc1-c1cccc(Br)c1)C1CO1 (stereo not given) | -1% | -13% | -3.5 | -1% | -2% | 7.9% | i | -5% | ?
30 | O=C(Oc1cccc(/C=N/Nc2nc(Nc3ccccc3)nc(N3CCOCC3)n2)c1)c1ccco1 | 22% | -48% | 1.4 | 17% | -7% | 8.7% | i | -15% | 1%
31 | CCc1nnc(NC(=O)CSc2nnc(CNC(=O)c3ccccc3F)n2C)s1 | -11% | 4% | -2.6 | -1% | 0% | -0.3% | i | ? | -13%
32 | O=C(NNC(=O)c1ccccc1OCc1ccccc1)c1ccccc1O | -4% | -11% | -1.4 | -9% | -5% | 0.1% | i | -24% | 0%
33 | CC#CCCCC(=O)Nc1ccc(C(=O)O)cc1 | 11% | -10% | 2.6 | -7% | 1% | -0.3% | i | 18% | -10%
34 | Cc1ccc(NC(=O)C2CCCN2C(=O)OCc2ccccc2)c(C)c1 (stereo not given) | 11% | -8% | 1.5 | 5% | -3% | -0.3% | i | 3% | -6%
35 | Cc1onc(-c2c(Cl)cccc2Cl)c1C(=O)NCc1cccs1 | 13% | 1% | -0.8 | 9% | -2% | -0.5% | i | 5% | -34%
36 | c1ccc(OCCSc2nnnn2-c2ccccc2)cc1 | 0% | 0% | 1.7 | 0% | -1% | -0.5% | i | ? | -1%

Random excerpt: 6 compounds from above
cpd | compound | A549 viability | HepG2 tox | CCT modulator | Abeta yeast res | Mm-Cpn inhibitor | Nrf2 ARE act | pAkt inh | Nrf2 inh | TGFb SMAD3 inh
29 | O=C(c1[nH]ncc1-c1cccc(Br)c1)C1CO1 (stereo not given) | -1% | -13% | -3.5 | -1% | -2% | 7.9% | i | -5% | ?
31 | CCc1nnc(NC(=O)CSc2nnc(CNC(=O)c3ccccc3F)n2C)s1 | -11% | 4% | -2.6 | -1% | 0% | -0.3% | i | ? | -13%
36 | c1ccc(OCCSc2nnnn2-c2ccccc2)cc1 | 0% | 0% | 1.7 | 0% | -1% | -0.5% | i | ? | -1%
33 | CC#CCCCC(=O)Nc1ccc(C(=O)O)cc1 | 11% | -10% | 2.6 | -7% | 1% | -0.3% | i | 18% | -10%
34 | Cc1ccc(NC(=O)C2CCCN2C(=O)OCc2ccccc2)c(C)c1 (stereo not given) | 11% | -8% | 1.5 | 5% | -3% | -0.3% | i | 3% | -6%
25 | OCc1cn(-c2ccccc2)nc1-c1ccc(-c2nn(-c3ccccc3)cc2CO)cc1 | 3% | -45% | 0.1 | 15% | -12% | -0.5% | i | . | -1%

(more compounds)
cpd | compound | A549 viability | HepG2 tox | CCT modulator | Abeta yeast res | Mm-Cpn inhibitor | Nrf2 ARE act | pAkt inh | Nrf2 inh | TGFb SMAD3 inh
37 | O=C(c1cccc(C(F)(F)F)c1)N1CCCCCC1 | -6% | 0% | -0.4 | -6% | -1% | 0.0% | i | 13% | 8%
38 | Cc1cc(C)nc(NC(=S)Nc2cccc(F)c2)c1 | -9% | 1% | 1.7 | 6% | -6% | 0.8% | i | ? | 16%
39 | COC(=O)[C@]1(Cc2ccccc2)N[C@H](CN(C)C(=O)c2ccc(C(C)(C)C)cc2)[C@@H]2C(=O)N(Cc3ccccc3)C(=O)[C@@H]21 | -8% | 3% | -3.8 | 13% | 2% | -0.5% | i | ? | 2%
40 | CC(C)CCNC(=O)c1ccc2c(c1)NC(=O)C(C(C)C)N2 (stereo not given) | -2% | -7% | . | -2% | . | -0.5% | . | -15% | -7%
41 | COCCNC(=O)C1CC(c2ccccc2C(F)(F)F)=NO1 (stereo not given) | -4% | 2% | 0.4 | -8% | 0% | -0.5% | i | -3% | 5%
42 | Cc1nc(SCc2cccnc2)[nH]c(=O)c1C | -3% | 6% | -0.3 | . | ? | -0.7% | i | -5% | 3%
